CRFR2-BP ag: agonists of human CRF-binding protein/CRF-R2 receptor complex. HEK293 CRF-R2/CRF-BP, calcium dye fluorescence (FLIPR); percent of saturating CRF peptide response. activation, % at 13.2 µM. 350,000 compounds, 0.46% hits;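 active = activation of at least 50%, plus an integration ratio under a set limit after plate pattern correction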;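 also: plate controls were neutral control wells without compound for no effect and CRF at EC100 for full effect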
FID counter: counter-screen for HCV NS3 helicase inhibitors: DNA intercalator displacement. DNA fluorescent intercalator displacement, fluorescence. 290,000 compounds, 0.17% hits. inhibition, % at 7.9 µM; in the data active = inhibition above about 37%;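 also: 0% = vehicle and 100% = reference compound; higher means more ethidium bromide displaced from hairpin DNA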
MEKK2 WT-MEK5: raises or lowers MEK5 binding to wildtype human MEKK2 PB1 domain; bead flow cytometry, Alexa488-MEK5 binding to MEKK2 WT; actives lie on both sides; binding response (% of control), % at 10 µM; 290,000 compounds, 1.1% hits; in the data active = binding response below about 67% or above about 130%
SUMO HTRF inh: inhibitors of human SUMOylation (UBC9); P63279; HTRF SUMOylation assay, SAE1/SAE2 + UBC9, in vitro; inhibition, % at 35 µM; 290,000 compounds, 0.36% hits; in the data active = inhibition above about 50%, passing the limit was not always enough; also: strong numbers were not always called active
Target sequence (P63279 whole entry, looked up): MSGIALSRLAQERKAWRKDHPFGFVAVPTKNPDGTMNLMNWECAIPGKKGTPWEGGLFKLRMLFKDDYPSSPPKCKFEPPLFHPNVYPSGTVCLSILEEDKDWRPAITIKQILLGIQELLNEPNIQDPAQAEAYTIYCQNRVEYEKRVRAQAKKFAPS
MEKK2 mut-MEK5: signal of MEK5 binding to mutant human MEKK2 PB1 domain; bead flow cytometry, Alexa488-MEK5 binding to MEKK2 mutant; percent response, % at 10 µM; 290,000 compounds, 0.35% hits; AID 1530; in the data active = percent response above about 24%, passing the limit was not always enough; also: inactives centre near 1; some results filed as inactive read as strong as hits
CRFBP-R2 block: CRF-BP/CRF-R2 complex antagonism; HEK293 CRF-R2/CRF-BP, CRF-induced calcium fluorescence; inhibition, % at 11.8 µM; 350,000 compounds, 0.59% hits;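 active = inhibition of the ligand-induced calcium signal above about 50% at the single tested concentration, limit read from the data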
HCV NS3 hel inh: HCV NS3 helicase inhibition; NS3 helicase DNA unwinding, Cy5 molecular beacon fluorescence; inhibition, % at 10.9 µM; AID 1800; 290,000 compounds, 0.56% hits;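 active = inhibition above the mean of all tested compounds plus 3 SD, set per campaign, cut at about 35% in these data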;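 also: 0% = DMSO wells and 100% = thioflavine S control wells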
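System: NS3 helicase fragment of HCV / Schedule: 1 h at 25 °C / Control set: DMSO alone as 0% and 110 µM thioflavine S as 100% / Reagent: Cy5/quencher beacon DNA duplex and ATP to start / Technique: Cy5 fluorescence / Replication: singlicate / Evaluation: % inhibition of end-to-start signal ratio versus controls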
GalR3 antag: antagonists of human GalR3; O60755; HEK293 GalR3-CNG cAMP membrane potential fluorescence; galR3 body fused to GalR1 C-terminus; inhibition, % at 3 µM; 360,000 compounds, 0.44% hits;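 active = inhibition above the screen-wide average plus 3 SD, cut at about 13% in these data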;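 also: forskolin and galanin both at EC90 stimulate the cells; cAMP rise reported by CNG channel membrane potential dye signal; 0% = forskolin plus galanin with DMSO and 100% = forskolin alone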
Target sequence (O60755 1-299 limits assumed): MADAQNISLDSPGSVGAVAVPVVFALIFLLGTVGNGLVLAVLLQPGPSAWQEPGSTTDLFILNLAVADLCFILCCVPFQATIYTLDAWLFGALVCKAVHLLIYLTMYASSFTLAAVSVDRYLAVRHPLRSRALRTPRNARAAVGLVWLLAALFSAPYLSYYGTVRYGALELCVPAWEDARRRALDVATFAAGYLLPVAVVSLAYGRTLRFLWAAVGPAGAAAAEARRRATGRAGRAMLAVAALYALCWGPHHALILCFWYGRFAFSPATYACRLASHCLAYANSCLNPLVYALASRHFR
MEKK3 PB1 HTS: MEKK3-MEK5 PB1 interaction, increase or decrease. bead-based flow cytometry, Alexa488-MEK5 binding to MEKK3; actives lie on both sides; 0 = blocked by unlabeled MEK5, 100 = vehicle. binding response (% of control), % at 10 µM. 290,000 compounds, 1.4% hits. AID 1529;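 active = binding response more than 3 SD above or below the average of its plate-row segment, actives on both sides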;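 also: Alexa488 bead fluorescence after subtracting the streptavidin-only scavenger bead signal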
Target sequence (Q99759 whole entry, looked up): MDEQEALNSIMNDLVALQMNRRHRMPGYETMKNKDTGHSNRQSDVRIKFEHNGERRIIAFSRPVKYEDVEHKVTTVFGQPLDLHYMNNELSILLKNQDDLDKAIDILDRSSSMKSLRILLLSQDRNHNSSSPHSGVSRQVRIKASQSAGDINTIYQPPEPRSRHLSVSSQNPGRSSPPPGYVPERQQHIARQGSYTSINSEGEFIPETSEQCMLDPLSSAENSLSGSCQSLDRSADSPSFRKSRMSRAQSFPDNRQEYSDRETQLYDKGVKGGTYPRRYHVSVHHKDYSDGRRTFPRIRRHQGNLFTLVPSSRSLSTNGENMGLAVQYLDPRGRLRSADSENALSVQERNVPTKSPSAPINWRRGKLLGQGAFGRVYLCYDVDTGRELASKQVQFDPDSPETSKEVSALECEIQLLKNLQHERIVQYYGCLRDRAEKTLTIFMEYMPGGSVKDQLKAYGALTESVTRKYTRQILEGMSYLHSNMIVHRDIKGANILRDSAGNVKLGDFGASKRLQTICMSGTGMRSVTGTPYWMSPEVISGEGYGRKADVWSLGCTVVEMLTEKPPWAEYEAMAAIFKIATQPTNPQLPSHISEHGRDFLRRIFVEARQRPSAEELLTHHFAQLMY
* marks the source's active call; other numbers are inactive results; x = not tested or not shown.

SMILES	CRFR2-BP ag	FID counter	MEKK2 WT-MEK5	SUMO HTRF inh	MEKK2 mut-MEK5	CRFBP-R2 block	HCV NS3 hel inh	GalR3 antag	MEKK3 PB1 HTS
O=S(=O)(CC(CN1CCCCC1)N1CCCCC1)c1ccccc1 (stereo not drawn)	0.7	-2	97	-5	-4	-8	6	0	109
COc1ccc(S(=O)(=O)Nc2ncccc2C)c2ccccc12	0.0	-14	109	20	13	-7	-10	-3	108
C/C(=N/OC(=O)c1ccccc1)c1oc(C)nc1C	-1.0	-7	97	36	-6	2	-2	-7	95
O=C(CCNc1n[nH]c(=O)[nH]c1=O)N/N=C/c1ccccc1Br	0.1	-5	97	8	1	12	0	1	106
O=C(O)c1ccccc1C(=O)Nc1nc(-c2ccccc2)cs1	0.9	-10	107	7	7	15	-2	-1	96
COc1ccc(OC(C)C(=O)NCCC2=CCCCC2)cc1 (stereo not drawn)	-0.4	-23	94	10	-3	17	-3	-5	90
CC(C)(C)N1C(=O)[C@H]2[C@@H](c3ccc(Br)cc3)N3C(=O)N(c4cccc(Br)c4)C(=O)[C@@]3(Cc3ccccc3)[C@H]2C1=O	4.2	-26	87	-2	-10	-8	-14	x	101
CCCCN(CCCC)S(=O)(=O)c1ccc2[nH]c(=O)[nH]c2c1	1.6	-22	95	4	0	20	-1	2	101
Cc1onc(-c2ccccc2Cl)c1C(=O)Nc1ccccc1C(=O)NC(C)C	-0.8	-19	105	22	3	-10	-2	-5	103
Cc1cc(C(=O)N/N=C/c2ccc(-c3cccc(Cl)c3)o2)n[nH]1	-1.8	-9	86	28	-17	6	-4	-3	85
Cn1c(CCN2CCCCC2)nc2cc(NS(=O)(=O)c3ccc(Cl)cc3)ccc21	-0.9	x	99	-18	-2	-11	x	-7	101
Cc1ccccc1NS(=O)(=O)c1cc(C(=O)NCCC2=CCCCC2)ccc1Cl	-2.7	-23	100	-5	2	-39	-4	-7	103
Cc1cc(C(=O)OCC(=O)c2ccc(Cl)c([N+](=O)[O-])c2)c2cccc(C)c2n1	3.6	5	99	18	1	-10	12	9	99
Brc1cccc(OCCCCn2cncn2)c1	-1.6	-1	109	1	11	24	-5	-8	100
CCOc1nnnc2c1sc1nc(N3CCOCC3)c3c(c12)CCCC3	-1.0	2	94	0	-3	3	4	x	94
CCc1ccc(CNC(=O)C2CCCN(S(=O)(=O)N3CC(C)CC(C)C3)C2)cc1 (stereo not drawn)	3.4	-41	97	2	1	-14	-15	-4	98
O=C(Cn1nnc2ccccc2c1=O)NCc1ccco1	-1.0	-1	109	-7	9	5	3	4	107
C=CCN1c2ccccc2[C@]23C[C@@H](C(=O)OC)N(C(=O)NCCC)C2=NC(C(=O)OC)=C(C(=O)OC)[C@H]13	1.3	x	88	1	3	7	x	-4	110
CSc1nc(-c2ccccc2)nc2c1COC(C)(C)C2	2.5	4	105	5	5	-25	4	-1	101
CN(C)CCC1Sc2ccccc2Oc2ccccc21 (stereo not drawn)	0.1	12	105	-6	10	-6	-21	-2	115
COC(=O)c1sccc1NC(=O)CSCC(=O)O	-2.2	5	98	15	-2	6	9	-4	99
COc1cc(SC)ccc1C(=O)Nc1ccc(OCC(=O)N2CCOCC2)cc1	-1.6	-31	104	12	-1	-3	0	-6	101
CCN(CC)CCCNC1=C(Cl)C(=O)c2ccccc2C1=O	-1.9	20	105	13	2	13	3	-6	99
CSc1nc2c(c(-c3ccccc3)c1C#N)CCC2	-0.2	-3	98	x	0	33	-4	-3	104
O=C(Nc1ccc(Cl)cc1Cl)N1CCN(c2ncccn2)CC1	0.3	-22	82	14	-8	-2	-4	-2	80
O=C(c1ccco1)N1CCCC(c2ccccc2)C1 (stereo not drawn)	-1.6	-15	101	2	-2	4	14	-5	97
CCCOC(=O)c1ccc(-c2ccc(C=O)o2)cc1	-1.9	5	83	9	-2	0	13	-2	94
COc1ccc2[nH]c(=O)c(CN(C(=O)c3cccnc3)c3ccc(C)c(C)c3)cc2c1	-3.2	-32	107	6	18	-9	3	-5	109
COc1cc(CC(=O)Oc2ccc3c(c2)OCO3)cc(OC)c1OC	-2.4	-12	107	-4	7	3	-2	-4	100
CCN(c1ccccc1)S(=O)(=O)c1ccc2[nH]c(=O)c(=O)[nH]c2c1	-0.3	-10	97	15	-1	6	-7	-9	100
CCN1CCN(Cc2nc3cc(NC(=O)COc4ccc([N+](=O)[O-])cc4)ccc3n2C)CC1	-0.1	20	96	6	0	-1	2	-7	96
COc1cccc(OCC(=O)NNC(=O)c2ccc3ccccc3c2)c1	-1.7	-16	106	13	9	13	-4	-3	102
CCN(CC)c1ccc(C=C2C(=O)OC3(CCCCC3)OC2=O)cc1	32	-5	100	-8	0	-20	16	0	101
COc1ccc(CCNC(=O)Cn2cc(C(F)(F)F)cc(Cl)c2=O)cc1OC	-1.8	-4	97	0	-2	19	9	0	100
COc1ccc(-c2cc(C(=O)Nc3ccccc3)on2)cc1	8.5	-1	81	19	-18	33	1	-5	84
O=C(NC1CCCCC1)C1CCCN1S(=O)(=O)c1ccc(Cl)cc1 (stereo not drawn)	-0.6	-25	107	14	-7	2	-2	0	95
COc1cccc(C(=O)N/N=C(\CC(C)C)c2ccccc2)c1	-0.2	-6	97	-9	-3	11	16	1	98
CCN1CCN(c2cc(C)c3cc(NC(=O)CCC(=O)Nc4ccc(OC)cc4OC)ccc3n2)CC1	-0.7	9	101	-2	2	7	-11	-10	96
CC(=O)NCC(=O)OCC(=O)c1ccc2ccccc2c1	-2.6	0	88	19	-9	-23	3	-3	89
O=C(NC(=S)NC1C2CC3CC(C2)CC1C3)C12CC3CC(CC(C3)C1)C2 (stereo not drawn)	0.0	-41	108	10	0	-21	8	-3	124
Cc1nc2c(C(=O)N3CCOCC3)cnn2c(C)c1Cc1ccc(Cl)cc1	2.8	-30	97	12	3	-13	4	-9	102
Cc1ccc(CN2CCNC(=O)C2CC(=O)N(C)CCc2ccccc2)cc1 (stereo not drawn)	-1.1	-24	109	0	9	-14	-5	0	108
O=C(CSc1nnc2c(n1)[nH]c1ccccc12)NC1CCCCC1	0.0	-18	95	1	2	8	18	-7	95
CCOc1ccc2[nH]c(=O)c(CN(Cc3ccco3)C(CC)c3nnnn3Cc3ccccc3)cc2c1 (stereo not drawn)	14	-11	94	35	0	18	9	24*	101
Cc1nnc(SCC(=O)N2c3ccccc3CC2C)[nH]c1=O (stereo not drawn)	10	-3	104	12	1	2	1	4	105

Next section, overlapping the part above by 7 compounds.
SMILES	CRFR2-BP ag	FID counter	MEKK2 WT-MEK5	SUMO HTRF inh	MEKK2 mut-MEK5	CRFBP-R2 block	HCV NS3 hel inh	GalR3 antag	MEKK3 PB1 HTS
CC(=O)NCC(=O)OCC(=O)c1ccc2ccccc2c1	-2.6	0	88	19	-9	-23	3	-3	89
O=C(NC(=S)NC1C2CC3CC(C2)CC1C3)C12CC3CC(CC(C3)C1)C2 (stereo not drawn)	0.0	-41	108	10	0	-21	8	-3	124
Cc1nc2c(C(=O)N3CCOCC3)cnn2c(C)c1Cc1ccc(Cl)cc1	2.8	-30	97	12	3	-13	4	-9	102
Cc1ccc(CN2CCNC(=O)C2CC(=O)N(C)CCc2ccccc2)cc1 (stereo not drawn)	-1.1	-24	109	0	9	-14	-5	0	108
O=C(CSc1nnc2c(n1)[nH]c1ccccc12)NC1CCCCC1	0.0	-18	95	1	2	8	18	-7	95
CCOc1ccc2[nH]c(=O)c(CN(Cc3ccco3)C(CC)c3nnnn3Cc3ccccc3)cc2c1 (stereo not drawn)	14	-11	94	35	0	18	9	24*	101
Cc1nnc(SCC(=O)N2c3ccccc3CC2C)[nH]c1=O (stereo not drawn)	10	-3	104	12	1	2	1	4	105
CC(C)(C)C1CC=C2C(C#N)=C(N)C(C#N)(C#N)C(c3cccs3)C2C1 (stereo not drawn)	x	-30	91	1	-5	x	19	x	99
C/C(=C\C(=O)C(F)(F)F)Nc1ccc(C(F)(F)F)cc1	2.9	0	98	-6	1	2	0	4	97
C#CCOCCOCCOCCNc1nc(N2CCN(C(=O)[C@H](CCC(=O)O)n3cc(C(N)Cc4ccc(O)cc4)nn3)CC2)nc(N2CCN(C(=O)[C@H](Cc3cc4ccccc4[nH]3)n3cc(C(N)[C@H](C)CC)nn3)CC2)n1 (stereo partly drawn)	-3.2	20	153*	-6	38	-8	-69	x	112
CCNc1sc(C(=O)c2cccs2)c(N)c1-c1nc2ccccc2s1	5.3	9	89	-36	3	-16	2	-5	98
COC(=O)C1=C(C)Nc2sc(C(N)=O)c(N)c2C1c1ccncc1 (stereo not drawn)	-0.5	-2	96	3	-2	7	-12	-4	95
CCCCn1c(-c2ccco2)nc2ccccc2c1=O	-1.2	-7	88	-10	-18	-6	-6	-3	87
CCCn1c(CNS(=O)(=O)c2ccc(C)cc2)nc2ccccc21	-1.9	-24	109	11	10	28	13	x	107
[O-][n+]1onc2c3ccnnc3ccc21	0.9	3	97	6	2	-24	0	8	100
CN(c1ccccc1)S(=O)(=O)c1ccc(C(=O)Nc2nnc(-c3ccco3)o2)cc1	-0.6	-44	96	-3	-4	-8	7	-5	97
O=C(CSCc1ccccc1)Nc1cccc(F)c1	0.2	0	104	6	2	8	8	4	104
Cc1ccc(NC(=O)CCc2nnc3ccc(N4CCN(C)CC4)nn23)cc1F	2.0	10	100	-3	8	26	-6	-7	102
O=C(CSc1cccc[n+]1[O-])Nc1ccccc1Oc1ccccc1	-0.5	-4	97	-3	-1	-5	4	-4	102
O=C(COC(=O)Cn1cnc2ccccc21)Nc1cccc(S(=O)(=O)N2CCOCC2)c1	1.1	-1	102	7	3	26	-5	-2	104
O=C1CC(c2cccc(Br)c2)C2=C(CCCC2=O)N1 (stereo not drawn)	6.0	-2	x	20	x	-17	-1	2	x
O=C(NCC(c1ccco1)N1CCCC1)c1sc2ccccc2c1Cl (stereo not drawn)	-1.4	6	104	6	2	-1	-11	-7	102
CSc1ncc(Cl)c(C(=O)Nc2cccc(Cl)c2)n1	-1.6	-3	102	10	3	3	5	-9	104
COc1ccc(S(=O)(=O)N2CCOCC2)cc1NC(=O)CN1CCCCCC1	-3.7	5	102	-2	-2	14	-5	-7	116
COC(=O)c1ccc(/C=C/c2c(-c3ccc(OC)cc3)oc3ccccc23)cc1	7.3	-3	97	14	-5	-10	-27	-6	101
O=C(Cn1nc(-c2ccc(N3CCOCC3)c([N+](=O)[O-])c2)c2ccccc2c1=O)N1CCCCC1	-0.2	-21	96	19	2	11	4	15*	97
CN(C)c1ccc(-c2nnc(-c3cccs3)o2)cc1	-0.4	-6	98	31	0	11	3	-7	101
COc1ccc(NC(=O)/C(C#N)=C/c2cccnc2)c(OC)c1	1.1	-12	95	-4	-4	-5	4	-3	98
C=CCN(CC=C)S(=O)(=O)c1ccc2nsnc2c1	1.2	-2	95	6	2	10	7	-5	104
Cc1cc(C)cc(NC(=O)[C@@H](NC(=O)c2ccco2)C(C)C)c1	0.2	-18	104	7	10	6	0	-9	106
CCOC(=O)C1CCCN(c2nc3ccccc3nc2C(C#N)C(=O)OC(C)COC)C1 (stereo not drawn)	1.4	-27	97	14	7	-17	1	0	98
CCOC(=O)c1c(NC(=O)CSc2nncs2)sc(C)c1-c1ccccc1	-0.4	-25	92	-18	-2	3	-3	-5	93
CCOC(=O)CSc1nc(C)c(C(C)=O)cc1C(N)=O	-1.1	2	94	-5	-7	29	0	-5	86

Screens as filed in PubChem BioAssay.

These rows are one share of the data. The share of hits here may be higher or lower than overall.
